AHR activator – human AHR activation; P35869; actives 2.5% (n = 320,000); AHR-responsive luciferase reporter cells, luminescence; AID 2796; activation, % at 5 µM; in the data active means activation above about 47%;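 further: 0% = vehicle wells and 100% = reference agonist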
Fam108B counter – blocks mouse Fam108B hydrolase in RBBP9 counter-screen. actives 0.33% (n = 300,000). inhibition, % at 9.51 µM. recombinant Fam108B, FP-Rh probe fluorescence polarization;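 active means inhibition above the screen mean inhibition plus 3 SD, computed separately per campaign, cut at about 18% in these data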;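 further: inhibitors lower polarization as less probe binds the enzyme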
PME-1 primary – PME-1 (human) inhibition | inhibition, % at 5.9 µM | AID 2130 | recombinant PME-1, FP-Rh probe fluorescence polarization | actives 0.53% (n = 320,000) | Q9Y570;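 active means inhibition above the campaign mean of all compounds plus 3 SD, cut at about 26% in these data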;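 further: competitive labeling of PME-1 active site by serine hydrolase directed probe; 0% = PME-1 with DMSO and 100% = wells lacking PME-1 enzyme; inhibitors block probe labeling so polarization falls and inhibition rises; many of its hits are not listed in these tables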
MEX-5 binding – C. elegans MEX-5 TCR-2 RNA binding activity. Q9XUB2. MEX-5/FITC-TCR2 RNA binding, fluorescence polarization; hits give low values. activity score (negative = inhibition of binding), % at 10 µM. actives 0.38% (n = 300,000). AID 1832;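 active means inhibition past about -25% in most replicates, and total fluorescence under double the plate's negative control median, limit read from the data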;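 further: 0% = DMSO and -100% = 5 µM competing unlabeled TCR2 RNA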
BCLXL inh – inhibitors of human Bcl-xL. Q07817. GST-Bcl-xL / FITC-Bim BH3 peptide fluorescence polarization. inhibition, % at 10.9 µM. actives 0.7% (n = 320,000). AID 2129;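 active means inhibition above the mean of all tested compounds plus 3 SD, cutoff set per campaign, cut at about 30% in these data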;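 further: 0% = DMSO wells and 100% = unlabeled Bim-BH3 peptide competitor; inhibitors lower millipolarization by displacing the labeled peptide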
Target sequence (Q07817 whole entry, looked up): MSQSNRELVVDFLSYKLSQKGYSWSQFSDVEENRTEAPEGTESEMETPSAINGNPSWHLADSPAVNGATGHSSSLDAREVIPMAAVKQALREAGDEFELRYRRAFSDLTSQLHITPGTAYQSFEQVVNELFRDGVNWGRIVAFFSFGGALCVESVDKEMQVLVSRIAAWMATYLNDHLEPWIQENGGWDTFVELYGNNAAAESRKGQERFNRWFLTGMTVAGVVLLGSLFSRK
MCL1-BIM inh – MCL1-BIM-BH3 interaction inhibition (human). Q07820. GST-MCL1 / FITC-Bim-BH3 fluorescence polarization. inhibition, % at 10.9 µM. actives 0.68% (n = 320,000);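 active means inhibition above the mean inhibition of all tested compounds plus 3 SD, set per campaign, cut at about 40% in these data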;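 further: 0% = DMSO wells and 100% = unlabeled Bim-BH3 peptide control; higher means more loss of mP so more displacement of Bim peptide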
Target sequence (Q07820 whole entry, looked up): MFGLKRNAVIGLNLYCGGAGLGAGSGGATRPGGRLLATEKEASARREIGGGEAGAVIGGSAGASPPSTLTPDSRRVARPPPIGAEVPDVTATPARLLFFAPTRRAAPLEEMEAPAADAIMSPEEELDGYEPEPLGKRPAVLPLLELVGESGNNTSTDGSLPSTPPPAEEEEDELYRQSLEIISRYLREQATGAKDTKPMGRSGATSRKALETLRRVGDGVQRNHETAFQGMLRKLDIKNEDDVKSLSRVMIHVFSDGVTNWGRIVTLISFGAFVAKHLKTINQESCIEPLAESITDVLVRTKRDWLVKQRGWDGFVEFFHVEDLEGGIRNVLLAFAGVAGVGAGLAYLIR
pPAFAH FP inh – inhibitors of human plasma PAF acetylhydrolase (pPAFAH); Q13093; recombinant pPAFAH, FP-rhodamine probe fluorescence polarization; inhibition, % at 3.39 µM; actives 1.5% (n = 330,000);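 active means inhibition above the mean inhibition across the screen plus 3 SD, cut at about 25% in these data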;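 further: inhibitors block binding of the rhodamine activity-based probe so polarization drops; 0% = enzyme with DMSO and 100% = wells lacking pPAFAH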
GLD-1 RNA inh – GLD-1-TGE RNA interaction inhibition (C. elegans). Q17339. purified GLD-1 + fluorescein TGE RNA, fluorescence polarization. inhibition, % at 5.96 µM. actives 0.44% (n = 320,000);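 active means percent inhibition above a per-plate cutoff, the plate mean of test compounds plus 3 SD, cut at about 30% in these data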;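 further: 0% = DMSO wells with GLD-1 and probe and 100% = wells lacking GLD-1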
PAFAH1B2 FP inh – PAFAH1B2 (human) inhibition; P68402; recombinant PAFAH1B2, FP-rhodamine activity probe, fluorescence polarization; inhibition, % at 3.39 µM; actives 1.2% (n = 340,000); AID 492953;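 active means inhibition above the mean of all tested compounds plus 3 SD, cut at about 24% in these data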;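 further: 0% = enzyme with DMSO and 100% = wells lacking PAFAH1B2; many of its hits are not listed in these tables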
Target sequence (P68402 whole entry, looked up): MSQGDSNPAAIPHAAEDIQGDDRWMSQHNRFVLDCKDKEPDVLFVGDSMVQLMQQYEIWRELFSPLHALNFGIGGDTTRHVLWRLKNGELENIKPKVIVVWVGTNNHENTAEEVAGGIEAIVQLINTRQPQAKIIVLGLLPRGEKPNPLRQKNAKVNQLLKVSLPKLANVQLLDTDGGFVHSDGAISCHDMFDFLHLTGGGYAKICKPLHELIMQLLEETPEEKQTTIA
An asterisk follows results filed as active; / = not tested or not shown. Not all compounds are listed; rates above refer to the full screens.

| item | compound | Fam108B counter | PAFAH1B2 FP inh | PME-1 primary | BCLXL inh | MEX-5 binding |
| --- | --- | --- | --- | --- | --- | --- |
| 1 | COc1ccc(CNC(=O)c2oc3ccc(S(=O)(=O)N4CCOCC4)cc3c2C)cc1 | -2 | 4 | -3 | 6 | 0.1 |
| 2 | Cc1ccnc2nc(C(=O)OCC(=O)Nc3ccc4c(c3)OC(F)(F)O4)nn12 | -2 | -3 | -4 | -7 | -0.5 |
| 3 | Cc1ccc(-c2nc3cccnc3o2)cc1NC(=O)COc1ccc(C(C)(C)C)cc1 | -18 | -4 | -26 | 1 | 1.4 |
| 4 | CCOC(=O)C1=C(C)N=c2s/c(=C3\C(=O)Nc4ccccc43)c(=O)n2C1c1ccc2c(c1)OCO2 (stereo unspecified) | 4 | 16 | 19 | 6 | -0.3 |
| 5 | CCOc1ccc2nc(-c3cc(NC(C)=O)ccc3O)sc2c1 | -6 | -1 | 4 | 5 | 3.2 |
| 6 | COC(=O)C1=C(C)N(C2CCCCC2)C(=O)C1 | 0 | -2 | -5 | -13 | 1.5 |
| 7 | O=C(CCCOc1ccc(Cl)cc1)Nc1nncs1 | -2 | 17 | 2 | 6 | 2.3 |
| 8 | CN1C2CCC1/C(=C\c1ccccc1F)C(=O)/C2=C/c1ccccc1F | 5 | 3 | -1 | 1 | 1.3 |
| 9 | CCC1=C(OC(=O)N(CC)CC)N2C(=O)OC(=NCC3CC3)[C@]2(Cc2ccccc2)[C@H]2C1=CC[C@H]1C(=O)NC(=O)[C@H]12 | 1 | -11 | -1 | 4 | 1.8 |
| 10 | CCNC(=S)N1CCN(Cc2ccccc2)CC1 | 2 | -2 | -3 | 3 | 1.6 |
| 11 | CCOC(=O)Cc1c(C)[nH]c(=S)[nH]c1=O | -1 | 3 | 2 | 6 | -0.2 |
| 12 | CS(=O)(=O)N1CCC(C(=O)Nc2ccc(Oc3ccccc3)cc2)CC1 | -4 | -1 | -3 | -3 | -0.4 |
| 13 | CC1CCN(S(=O)(=O)N2CCC(C(=O)NCc3cccnc3)CC2)CC1 | -4 | 6 | 0 | 0 | -0.8 |
| 14 | Cc1nnc(SCC(=O)NCc2ccccc2Cl)n(N)c1=O | 5 | 5 | 6 | -2 | 0.3 |
| 15 | COc1ccc(NC(=O)CN2CCCN(S(=O)(=O)c3ccc(F)cc3)CC2)cc1 | -2 | -1 | 1 | 6 | -0.4 |

| item | GLD-1 RNA inh | MCL1-BIM inh | AHR activator | pPAFAH FP inh |
| --- | --- | --- | --- | --- |
| 1 | -6 | 3 | 0 | 5 |
| 2 | 3 | -3 | 6 | 1 |
| 3 | 9 | -2 | 22 | -7 |
| 4 | 3 | 5 | 15 | 4 |
| 5 | 4 | 3 | 6 | 3 |
| 6 | -1 | -3 | -6 | 6 |
| 7 | 6 | 4 | 0 | 1 |
| 8 | 7 | 2 | 3 | -1 |
| 9 | 1 | 1 | 3 | 7 |
| 10 | -7 | 6 | 0 | 0 |
| 11 | -3 | 1 | 0 | -1 |
| 12 | 2 | -3 | 2 | 4 |
| 13 | 1 | 4 | -1 | -1 |
| 14 | 8 | -3 | 1 | -1 |
| 15 | 1 | 1 | 0 | 5 |

The list continues:
| item | compound | Fam108B counter | PAFAH1B2 FP inh | PME-1 primary | BCLXL inh | MEX-5 binding |
| --- | --- | --- | --- | --- | --- | --- |
| 16 | Nc1nc(CN2CCN(c3ccccc3F)CC2)nc(Nc2ccc3c(c2)OCCO3)n1 | 0 | 3 | -2 | 2 | -0.6 |
| 17 | O=C(COc1ccccc1Cl)Nc1ccc(S(=O)(=O)Nc2ccccn2)cc1 | 1 | 5 | 1 | 0 | -0.9 |
| 18 | CCCOc1ccc(N2C(=O)CC(NCCc3ccc(S(N)(=O)=O)cc3)C2=O)cc1 (stereo unspecified) | -1 | 2 | 0 | 0 | 2.5 |
| 19 | COc1ccc(C(=O)NCS(=O)(=O)c2ccc(C)cc2)cc1 | 1 | 2 | -6 | 0 | -0.1 |
| 20 | CCCCn1cnc2c(c1=O)c1nc3ccccc3nc1n2Cc1ccc2c(c1)OCO2 | 1 | 2 | -4 | -2 | 1.3 |
| 21 | COc1ccc(Cl)cc1NC(=O)C1CCCN(S(C)(=O)=O)C1 (stereo unspecified) | -3 | 3 | -1 | 2 | 0.2 |
| 22 | CNC(=O)NC(=O)COC(=O)c1ccc(-n2c(C)ccc2C)cc1 | 3 | -2 | -5 | 9 | -1.0 |
| 23 | CC(C)C[C@@H]1CN=C(N)N1C[C@@H]1CCCN1C[C@H](C)N1C[C@@H](Cc2ccccc2)N(CCc2ccc(Cl)c(Cl)c2)C1=N | / | 7 | / | / | / |
| 24 | C=CCNCCOCCOc1ccc(C)cc1[N+](=O)[O-] | 1 | 2 | 3 | 7 | 1.7 |
| 25 | NC(=O)C[n+]1ccc(/C=N/O)cc1 | 0 | 4 | -1 | -2 | -0.2 |
| 26 | Cc1cccc(NC(=O)CSc2cccc3cccnc23)c1 | 3 | -1 | -6 | 1 | 0.8 |
| 27 | COc1ccc(S(=O)(=O)Nc2nc3ccccc3s2)cc1 | 3 | 2 | -21 | 3 | 0.6 |
| 28 | COc1cc2c(cc1OC)C1=C(C#N)CN(C3CCCCC3)CN1CC2 | 3 | 1 | -2 | 9 | 0.5 |

| item | GLD-1 RNA inh | MCL1-BIM inh | AHR activator | pPAFAH FP inh |
| --- | --- | --- | --- | --- |
| 16 | 0 | 13 | 4 | 4 |
| 17 | 3 | 6 | -1 | 2 |
| 18 | 2 | -1 | -1 | 2 |
| 19 | 2 | -9 | -1 | 3 |
| 20 | -4 | 3 | 1 | -9 |
| 21 | 2 | 7 | 2 | 1 |
| 22 | -3 | 7 | 0 | 2 |
| 23 | -7 | / | 0 | -4 |
| 24 | -2 | 1 | 0 | 6 |
| 25 | -32 | -13 | 2 | -2 |
| 26 | 4 | 7 | 6 | 1 |
| 27 | -3 | 4 | 6 | 1 |
| 28 | 2 | 7 | 16 | 4 |

12 neighbouring entries out of the list so far:
| item | compound | Fam108B counter | PAFAH1B2 FP inh | PME-1 primary | BCLXL inh | MEX-5 binding |
| --- | --- | --- | --- | --- | --- | --- |
| 17 | O=C(COc1ccccc1Cl)Nc1ccc(S(=O)(=O)Nc2ccccn2)cc1 | 1 | 5 | 1 | 0 | -0.9 |
| 18 | CCCOc1ccc(N2C(=O)CC(NCCc3ccc(S(N)(=O)=O)cc3)C2=O)cc1 (stereo unspecified) | -1 | 2 | 0 | 0 | 2.5 |
| 19 | COc1ccc(C(=O)NCS(=O)(=O)c2ccc(C)cc2)cc1 | 1 | 2 | -6 | 0 | -0.1 |
| 20 | CCCCn1cnc2c(c1=O)c1nc3ccccc3nc1n2Cc1ccc2c(c1)OCO2 | 1 | 2 | -4 | -2 | 1.3 |
| 21 | COc1ccc(Cl)cc1NC(=O)C1CCCN(S(C)(=O)=O)C1 (stereo unspecified) | -3 | 3 | -1 | 2 | 0.2 |
| 22 | CNC(=O)NC(=O)COC(=O)c1ccc(-n2c(C)ccc2C)cc1 | 3 | -2 | -5 | 9 | -1.0 |
| 23 | CC(C)C[C@@H]1CN=C(N)N1C[C@@H]1CCCN1C[C@H](C)N1C[C@@H](Cc2ccccc2)N(CCc2ccc(Cl)c(Cl)c2)C1=N | / | 7 | / | / | / |
| 24 | C=CCNCCOCCOc1ccc(C)cc1[N+](=O)[O-] | 1 | 2 | 3 | 7 | 1.7 |
| 25 | NC(=O)C[n+]1ccc(/C=N/O)cc1 | 0 | 4 | -1 | -2 | -0.2 |
| 26 | Cc1cccc(NC(=O)CSc2cccc3cccnc23)c1 | 3 | -1 | -6 | 1 | 0.8 |
| 27 | COc1ccc(S(=O)(=O)Nc2nc3ccccc3s2)cc1 | 3 | 2 | -21 | 3 | 0.6 |
| 28 | COc1cc2c(cc1OC)C1=C(C#N)CN(C3CCCCC3)CN1CC2 | 3 | 1 | -2 | 9 | 0.5 |

| item | GLD-1 RNA inh | MCL1-BIM inh | AHR activator | pPAFAH FP inh |
| --- | --- | --- | --- | --- |
| 17 | 3 | 6 | -1 | 2 |
| 18 | 2 | -1 | -1 | 2 |
| 19 | 2 | -9 | -1 | 3 |
| 20 | -4 | 3 | 1 | -9 |
| 21 | 2 | 7 | 2 | 1 |
| 22 | -3 | 7 | 0 | 2 |
| 23 | -7 | / | 0 | -4 |
| 24 | -2 | 1 | 0 | 6 |
| 25 | -32 | -13 | 2 | -2 |
| 26 | 4 | 7 | 6 | 1 |
| 27 | -3 | 4 | 6 | 1 |
| 28 | 2 | 7 | 16 | 4 |
